SENP1 FRET inh = human SENP1 catalytic domain inhibitors, primary screen, biochemical, FRET, uHTS | recombinant SENP1 catalytic domain, CyPet-SUMO1-YPet FRET cleavage | AID 624204, 2012 | inhibition, % at 10 µM | Sentrin-specific protease 1 (Homo sapiens), Q9P0U3 | actives 0.21% (n = 360,000);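 active means inhibition at least 30% at 10 µM, raw YFP signal under a set limit, fluorescence ratio 0.5 to 1.5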;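 further: 0% = enzyme with DMSO and 100% = no enzyme wells; some results filed as inactive read as strong as hits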
Target sequence (Q9P0U3 419-644 limits assumed): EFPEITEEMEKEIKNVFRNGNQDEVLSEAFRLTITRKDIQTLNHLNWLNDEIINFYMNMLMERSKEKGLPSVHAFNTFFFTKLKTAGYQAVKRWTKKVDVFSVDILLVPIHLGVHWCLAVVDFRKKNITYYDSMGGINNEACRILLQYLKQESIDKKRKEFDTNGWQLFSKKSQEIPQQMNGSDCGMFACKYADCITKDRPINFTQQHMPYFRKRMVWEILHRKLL
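Test system: human SENP1 catalytic domain; medium: Tris pH 8 buffer plus EDTA, NaCl, BME, BSA, NP40, catalase; incubation: 50 min reaction at room temperature; technique: FRET, CFP and YFP emission; controls: no-enzyme low control and enzyme-plus-DMSO high control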
SENP8 inh = human SENP8 protease inhibitors, primary screen, biochemical, fluorescence, Nedd8 protein substrate, uHTS. recombinant SENP8. AID 602440, 2012. inhibition, % at 20 µM. actives 0.64% (n = 360,000); in the data active means inhibition mostly above about 40%, no sharp cut-off; inactive means mostly below about 27%
Target sequence (Q96LD8 whole entry, looked up): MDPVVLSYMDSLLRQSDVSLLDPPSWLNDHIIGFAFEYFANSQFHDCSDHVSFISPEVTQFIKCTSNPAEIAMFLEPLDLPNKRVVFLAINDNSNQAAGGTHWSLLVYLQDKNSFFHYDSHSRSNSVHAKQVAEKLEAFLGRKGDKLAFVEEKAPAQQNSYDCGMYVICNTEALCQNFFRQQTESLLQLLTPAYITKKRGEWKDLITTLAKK
PfG6PD inh = PfG6PD enzyme inhibitors, primary screen, biochemical, fluorescence intensity, uHTS; PfGluPho enzyme, NADPH resazurin-diaphorase fluorescence; inhibition, % at 20 µM; actives 0.78% (n = 350,000);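 active means inhibition reaching at least a set limit at 20 µM in the primary screen, cut at about 59% in these data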;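 further: 0% = DMSO wells with substrate and 100% = DMSO wells lacking glucose-6-phosphate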
Active calls of the source: *; i = inactive. A portion of the library; rates above refer to the full screens.

SENP1 FRET inh	SENP8 inh	PfG6PD inh	Structure
1	14	-17	Cc1cccc(CN(C)C[C@@H]2OCc3cnnn3CCCC(=O)N([C@H](C)CO)C[C@H]2C)c1
6	10	-3	CC(C)(C)N(Cc1ccccc1)C(=O)COC(=O)Cn1[nH]c(=O)c2ccccc2c1=O
4	30	10	COC(=O)c1cc([N+](=O)[O-])c(C)c(C)n1
-4	25	2	Cc1c(C(=O)/C=C/c2ccccc2F)c2cc(O)ccc2n1C
2	10	26	Clc1ccc(NN(Cc2ccncc2)c2ccc(Cl)cc2)cc1
1	16	4	CCS(=O)(=O)C1C(=O)N(C)C(S(=O)(=O)CC)C(=O)N1C (stereo not drawn)
-6	3	7	Cc1nn(-c2ccccc2)nc1C(=O)Nc1cccc(C(=O)NC2CC2)c1
2	-4	27	CC(=O)c1c(C)[nH]c(C(=O)Nc2ccc(N3CCCCCC3)cc2)c1C
-4	-6	13	CC(C)CC1NC(=O)c2cc3ccccc3cc2-n2c1nc1cc(Cl)ccc1c2=O (stereo not drawn)
19	30	-7	O=[N+]([O-])c1cc2c(c([N+](=O)[O-])c1)Nc1ccccc1O2
0	18	-17	O=C(NCc1ccccc1CN1CCCC1)c1ccc(S(=O)(=O)Nc2ccccc2F)cc1
-1	3	10	CC(C)C1C(=O)N(Cc2cn(CCC3OCCCO3)nn2)CCS(=O)(=O)N1Cc1ccc(-c2ccc(Cl)nc2)cc1 (stereo not drawn)
2	12	13	CC(C)CCn1nc(C(=O)OCC(=O)NC(C)c2ccccc2)c2ccccc2c1=O (stereo not drawn)
3	7	-2	O=C(COC(=O)c1cccc(Cl)c1Cl)NC1CCCCCC1
1	12	-8	C[C@H]1CN([C@@H](C)CO)C(=O)CCCn2nncc2CO[C@H]1CN(C)C(=O)c1ccccc1
4	17	-2	CC1CCCCN1C(=S)Nc1ccc(S(=O)(=O)N2CCCCC2)cc1 (stereo not drawn)
0	15	0	Cc1ccc(S(=O)(=O)N(CC(=O)NC2CC3CCC2C3)c2ccccc2)cc1 (stereo not drawn)
-2	-10	11	COc1ccc(S(=O)(=O)N(C)C[C@@H]2OCCCC[C@@H](C)Oc3ccc(NC(=O)NC(C)C)cc3C(=O)N([C@H](C)CO)C[C@@H]2C)cc1
-1	16	-2	CCOc1ccc(C(=O)CCC(=O)NCC(=O)Nc2ccc(F)c(F)c2F)cc1
-2	-53	15	CCOC(=O)c1cc(-c2sc(NC(=O)c3ccccc3)nc2C)n(Cc2ccccc2)n1
4	12	-3	O=C(NCc1ccc2c(c1)OCO2)C(=O)NCC1OCCCN1S(=O)(=O)c1ccccc1 (stereo not drawn)
3	-1	-2	CC(C)OCCCNC(=S)N1CCC(C(=O)c2ccc(F)cc2)CC1
0	10	7	OCc1nc2ccccc2n1CCCc1ccccc1
4	9	-26	COc1ccc(/C=C(/NC(=O)c2ccc(Br)cc2)C(=O)Nc2cccc(C(=O)O)c2)cc1
-1	22	-18	C[C@H]1CN([C@@H](C)CO)C(=O)CCCn2nncc2CO[C@@H]1CN(C)C(=O)c1ccncc1
2	-14	12	C#CCN(C[C@H]1[C@H](OC(=O)NCc2ccco2)[C@H](OC(=O)NCc2ccco2)C[C@@H](C(=O)OC)[C@H]1C(=O)OC)S(=O)(=O)c1ccc(C)cc1
1	14	19	COc1ccc(C2=CCCCCC2)cc1OC
-1	0	-13	CCc1cccc(CC)c1N1C(=O)CC(Sc2ccccc2N)C1=O (stereo not drawn)
0	29	-16	O=C(C1CCCCC1)N1C[C@H](n2cc(C3CC3)nn2)[C@@H](O)C[C@@H]1c1ccccc1
1	7	11	O=C(Nc1ccccc1N1CCOCC1)c1cccc2ccccc12
-1	12	1	Cc1ccc(S(=O)(=O)NN=C2CC(C)(C)OC2(C)C)cc1
-2	4	7	COc1cccc(OC)c1C(=O)OCC(=O)NCCNC(=O)COC(=O)c1c(OC)cccc1OC
0	7	-10	CCN(CC)C(=O)C1=C(C)N(Cc2ccc(F)cc2)C(=O)C(CC(=O)NCc2cccc3ccccc23)C1 (stereo not drawn)
3	3	-6	O=C(CN1CCN(C(=O)c2ccc(-c3nc4ccccc4s3)o2)CC1)Nc1cccc(F)c1
1	20	-2	Cc1ccc(C(=O)N/N=C/c2cccnc2)cc1Cl
4	-40	25	COc1ccc(Br)cc1C1=CC(=O)C[C@H](c2ccc(F)cc2)C1
-1	13	8	COC(=O)C1CCN(S(=O)(=O)c2c[nH]c(=O)[nH]c2=O)CC1
3	14	3	O=C(CCCc1ccccc1)NCCS(=O)(=O)N1CCN(c2ccccc2)CC1
2	7	-4	COc1ccc(NC(=O)N(C)C[C@H]2OCc3cnnn3CCCC(=O)N([C@@H](C)CO)C[C@H]2C)c(OC)c1
-1	18	-25	CCN(c1ccccc1)S(=O)(=O)c1ccc(Cl)c(NC(=O)CSc2nc(N)cc(=O)[nH]2)c1
1	11	-1	CCOc1ccc(S(=O)(=O)NCCC(=O)N2CCN(C(C)=O)CC2)cc1
2	-53	-14	COc1cc2c(NCCCCCO)ncnc2c(OC)c1OC
1	16	-7	CC1=C(C(=O)N2CCOCC2)CC(CC(=O)NCCCCc2ccccc2)C(=O)N1CCCN1CCCC1=O (stereo not drawn)
-2	-5	-7	Cc1cc(C)c2c(=O)n3c(nc2c1)C(CC(C)C)NC(=O)c1cccnc1-3 (stereo not drawn)
3	7	-6	C[C@H](CO)N1C[C@H](C)[C@@H](CN(C)Cc2ccc3cccnc3c2)OCc2cnnn2CCCC1=O
0	-10	-2	CNC(=O)c1ccc(CN(C)C(=O)c2cc(C3CC3)nc3c2cnn3C(C)C)cc1
-4	10	8	COC(=O)C1Cc2c([nH]c3ccccc23)C2CCC(=O)N12 (stereo not drawn)
2	1	1	C#CCOCC1CNC(=S)O1 (stereo not drawn)
-5	-44	-26	Cc1ccc2c(CC(=O)Nc3ccc4nc(N5CCOCC5)sc4c3)coc2c1
2	12	5	Cc1ccc(C(=O)OCC(=O)NCc2ccc(Cl)cc2)s1
1	1	-2	Cc1ccccc1OCCOC(=O)c1cc(S(=O)(=O)N2CCOCC2)ccc1C
2	-18	21	O=C(CC1(O)C(=O)Nc2ccc(Br)cc21)c1ccccc1 (stereo not drawn)
-5	-341	25	COc1ccccc1-c1cc2nc(-c3ccccc3)cc(N3CCN(C(=O)c4ccco4)CC3)n2n1
4	18	-2	Cc1ccc(S(=O)(=O)NN=C(c2ccccc2)c2cccs2)cc1
0	0	-3	COC(=O)[C@H]1C[C@H](OC(=O)NCc2ccc(OC)c(OC)c2)[C@@]2(O)CN(S(=O)(=O)c3ccc(C)cc3)CC2[C@H]1C(=O)OC (stereo partly drawn)
3	0	3	Cc1ccc(CN2CCC[C@]3(N[C@H](c4ccccc4)[C@@H]4C(=O)N(Cc5ccccc5)C(=O)[C@@H]43)C2=O)cc1
3	17	-12	CSc1ncnc2c1ncn2CCCNCC1CCCO1 (stereo not drawn)
-11	16	-10	CSc1ccc(CN2CCC(N3CCC(C(=O)NC4CC4)CC3)CC2)cc1
2	13	-5	CCc1ncc(C(O)c2ccc(Cl)cc2)n1Cc1ccccc1 (stereo not drawn)
2	11	0	COc1cc(OC)cc(C(=O)N2CCN(S(=O)(=O)c3ccc4c(c3)OCCO4)CC2)c1

Laid out differently: entries from further up
Value order – SENP1 FRET inh	SENP8 inh	PfG6PD inh
- Cc1cc(C)c2c(=O)n3c(nc2c1)C(CC(C)C)NC(=O)c1cccnc1-3 (stereo not drawn)
 : -2	-5	-7
- C[C@H](CO)N1C[C@H](C)[C@@H](CN(C)Cc2ccc3cccnc3c2)OCc2cnnn2CCCC1=O
 : 3	7	-6
- CNC(=O)c1ccc(CN(C)C(=O)c2cc(C3CC3)nc3c2cnn3C(C)C)cc1
 : 0	-10	-2
- COC(=O)C1Cc2c([nH]c3ccccc23)C2CCC(=O)N12 (stereo not drawn)
 : -4	10	8
- C#CCOCC1CNC(=S)O1 (stereo not drawn)
 : 2	1	1
- Cc1ccc2c(CC(=O)Nc3ccc4nc(N5CCOCC5)sc4c3)coc2c1
 : -5	-44	-26
- Cc1ccc(C(=O)OCC(=O)NCc2ccc(Cl)cc2)s1
 : 2	12	5
- Cc1ccccc1OCCOC(=O)c1cc(S(=O)(=O)N2CCOCC2)ccc1C
 : 1	1	-2
- O=C(CC1(O)C(=O)Nc2ccc(Br)cc21)c1ccccc1 (stereo not drawn)
 : 2	-18	21
- COc1ccccc1-c1cc2nc(-c3ccccc3)cc(N3CCN(C(=O)c4ccco4)CC3)n2n1
 : -5	-341	25
- Cc1ccc(S(=O)(=O)NN=C(c2ccccc2)c2cccs2)cc1
 : 4	18	-2
- COC(=O)[C@H]1C[C@H](OC(=O)NCc2ccc(OC)c(OC)c2)[C@@]2(O)CN(S(=O)(=O)c3ccc(C)cc3)CC2[C@H]1C(=O)OC (stereo partly drawn)
 : 0	0	-3
- Cc1ccc(CN2CCC[C@]3(N[C@H](c4ccccc4)[C@@H]4C(=O)N(Cc5ccccc5)C(=O)[C@@H]43)C2=O)cc1
 : 3	0	3
- CSc1ncnc2c1ncn2CCCNCC1CCCO1 (stereo not drawn)
 : 3	17	-12
- CSc1ccc(CN2CCC(N3CCC(C(=O)NC4CC4)CC3)CC2)cc1
 : -11	16	-10
- CCc1ncc(C(O)c2ccc(Cl)cc2)n1Cc1ccccc1 (stereo not drawn)
 : 2	13	-5
- COc1cc(OC)cc(C(=O)N2CCN(S(=O)(=O)c3ccc4c(c3)OCCO4)CC2)c1
 : 2	11	0

The list continues.
SENP1 FRET inh	SENP8 inh	PfG6PD inh	Structure
-11	-211	-8	CC(=O)N1CCc2nc3ccccc3cc21
-1	10	-5	NS(=O)(=O)c1ccc(N2C(=O)CCCC2=O)cc1
-1	-3	4	C[C@H](CO)N1C[C@H](C)[C@H](CN(C)C(=O)CC2CC2)Oc2cc(Br)ccc2S1(=O)=O
-1	6	-7	CC(C)(C)OC(=O)N1CCc2onc(-c3ccc([N+](=O)[O-])cc3)c2C1=O
0	-96	12	CC(=O)Nc1sc(C)c(C)c1C(=O)OCC(=O)Nc1ccccc1C(F)(F)F
1	12	-6	O=C(Cc1ccc(F)cc1)Nc1cc(S(=O)(=O)N2CCOCC2)ccc1N1CCCCC1
0	0	2	CN(CCCn1cnc2c(OCc3ccccc3)ncnc21)Cc1ccco1
1	8	-2	Cc1cccc(C)c1NC(=O)CNC(=O)CNC(=O)c1ccc2ccccc2c1
-1	-114	-4	COc1cc(OC)c(C(=O)Nc2cc(S(=O)(=O)N3CCOCC3)ccc2N2CCOCC2)cc1OC
-4	-4	20	CCCCCCN1C[C@H](O)[C@@H](n2cc(-c3ccc(F)cc3)nn2)C[C@@H]1c1ccccc1
2	-5	-8	S=C1SCN(CCc2ccccc2)CN1CCc1ccccc1
-2	15	-9	CCN(CC)C(=O)C1=C(C)N(Cc2ccc(OC)cc2)C(=O)C(CC(=O)NCc2cccc3ccccc23)C1 (stereo not drawn)
1	18	6	COC(=O)C1C2OC(C(Br)C2Br)C1C(=O)OC (stereo not drawn)
-4	16	35	COc1ccc(N2c3ccccc3CN(Cc3ccccc3)[C@@H](C)[C@H]2Cc2cccnc2)cc1
0	0	11	C[C@@H](NC(=O)C[C@@H]1C[C@@H]2c3cc(NS(=O)(=O)c4ccc(F)cc4)ccc3O[C@@H]2[C@@H](CO)O1)c1ccccc1
2	i	4	CCN(CC)S(=O)(=O)c1ccc(-c2cn3ccccc3n2)cc1
1	8	6	Cc1cccnc1NC(=O)c1ccc(S(=O)(=O)N2CCCC2)cc1
1	-32	4	CC(C)C1C(=O)N(Cc2cn(CCC3OCCO3)nn2)CCS(=O)(=O)N1Cc1ccc(-c2ccncc2)cc1 (stereo not drawn)
1	-5	2	CSc1nc2ccc(NC(=O)CS(=O)(=O)c3ccccc3)cc2s1
-1	2	21	NC(=O)CC1(c2ccccc2)CCCCC1
1	2	3	CC(=O)N(C)C[C@H]1Oc2cc(Br)ccc2S(=O)(=O)N([C@H](C)CO)C[C@@H]1C
0	29	-7	CCN1C(=O)[C@H]2[C@@H](c3ccc(OC)cc3)N[C@]3(CCCN(Cc4ccc(C(F)(F)F)cc4)C3=O)[C@H]2C1=O
1	-75	4	CC1C(=O)N(Cc2cn(CCC3OCCCO3)nn2)CCS(=O)(=O)N1Cc1ccc(-c2cccc(N(C)C)c2)cc1 (stereo not drawn)
-2	7	-18	Nc1ccn([C@@H]2O[C@H](CNCc3cnc(N4CCOCC4)s3)[C@@H](O)[C@H]2O)c(=O)n1
1	14	7	Nc1ccn([C@@H]2O[C@H](CNC(=O)[C@@H](Cc3cn(COCc4ccccc4)cn3)NC=O)[C@@H](O)[C@H]2O)c(=O)n1
3	16	6	COc1ccc(C(=O)NCc2ccc(C)cc2)cc1S(=O)(=O)N1CCOCC1
-2	2	0	C[C@@H]1CN([C@H](C)CO)C(=O)CCCn2cc(nn2)CO[C@H]1CN(C)C(=O)CCC(F)(F)F

Arranged by molecular weight (falling): part of the list above.
SENP1 FRET inh	SENP8 inh	PfG6PD inh	Structure
1	-32	4	CC(C)C1C(=O)N(Cc2cn(CCC3OCCO3)nn2)CCS(=O)(=O)N1Cc1ccc(-c2ccncc2)cc1 (stereo not drawn)
3	16	6	COc1ccc(C(=O)NCc2ccc(C)cc2)cc1S(=O)(=O)N1CCOCC1
-1	2	21	NC(=O)CC1(c2ccccc2)CCCCC1

Screening results as filed in PubChem BioAssay.
